Compound activity deposited in PubChem by several laboratories.
MsrA inh: inhibitors of bovine MsrA. purified bovine MsrA, absorbance read-out. inhibition, % at 15.5 µM. 360,000 tested, 0.75% active; in the data active = inhibition above about 4.5%;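 also: 0% = vehicle wells with enzyme and 100% = reference inhibitor wells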
FAS TE block: blocks the thioesterase domain of human fatty acid synthase | P49327 | recombinant FAS-TE, OMFH fluorogenic substrate, fluorescence endpoint | inhibition, % at 15 µM | 360,000 tested, 0.67% active;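 active = compounds whose normalised, plate-corrected inhibition of enzyme fluorescence in the single-dose primary screen is 50% or more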;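 also: 0% = DMSO with enzyme and 100% = substrate without enzyme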
CSN inh: inhibitors of human CSN-mediated cullin deneddylation; Q92905; Purified CSN, SCF-Nedd8-OG deneddylation, fluorescence polarization; inhibition, % at 12.5 µM; 360,000 tested, 0.38% active; AID 651999;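 active = pattern-corrected inhibition above about 35%, with an unprinted fluorescence ratio check between 0.5 and 1.5, limit read from the data, passing the limit was not always enough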;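 also: 0% = enzyme with substrate and 100% = substrate without enzyme; some results filed as inactive read as strong as hits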
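Assay system: Purified human Csn5 enzyme expressed in HEK293T cells | Amount: Enzyme 0.24 nM | Measured by: Fluorescence polarization readout | Medium: Tris/NaCl/DTT buffer, pH 7.5 | Compound dosing: One concentration, 12.5 µM, 0.25% DMSO | Times: 90 min incubation of compound, enzyme and substrate at room temperature | Control set: no-enzyme wells high, enzyme-with-substrate wells low | Read-out: % inhibition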
MsrA act: bovine methionine sulfoxide reductase A activation. activation, % at 10.6 µM. purified bovine MsrA, absorbance read-out. AID 602163. 360,000 tested, 0.3% active; in the data active = activation above about 7.5%;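 also: 0% = vehicle and 100% = reference activator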
Rin1-Abl PPI inh: human Rin1-Abl interaction inhibition | inhibition, % at 7.35 µM | 360,000 tested, 0.4% active | P00519+Q13671 | TR-FRET Rin1/Abl binding, biochemical | AID 588664; in the data active = inhibition above about 5%, passing the limit was not always enough
MT1-MMP act inh: blocks activation of human MT1-MMP. GFP/RFP ratio change, % at 20 µM. HT1080 RFP-PRO-GFP cells, GFP/RFP ratio fluorescence, overnight; percent of plate control window, DMSO zero. AID 651647. 360,000 tested, 0.061% active. P50281;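 active = GFP/RFP ratio change of at least 30% with cell ATP level not reduced by more than half and red fluorescence within 50% of control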; also: strong numbers were not always called active
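Read-out: GFP/RFP fluorescence ratio; Test system: RFP-PRO-GFP reporter HT1080 cells; Compound dosing: single-point 20 µM compound, 1% DMSO; Times: overnight compound exposure at 37 °C.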
Rpn11 inh: blocks the human proteasome subunit Rpn11; human 26S proteasome, Ub4-pepOG fluorescence polarization; 20S core pre-blocked with epoxomicin; calls only at 20 µM; 360,000 tested, 0.59% active;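 active = inhibition at 20 µM, scaled to each plate's controls, above about 33%, limit read from the data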
Target sequence (O00487 whole entry, looked up): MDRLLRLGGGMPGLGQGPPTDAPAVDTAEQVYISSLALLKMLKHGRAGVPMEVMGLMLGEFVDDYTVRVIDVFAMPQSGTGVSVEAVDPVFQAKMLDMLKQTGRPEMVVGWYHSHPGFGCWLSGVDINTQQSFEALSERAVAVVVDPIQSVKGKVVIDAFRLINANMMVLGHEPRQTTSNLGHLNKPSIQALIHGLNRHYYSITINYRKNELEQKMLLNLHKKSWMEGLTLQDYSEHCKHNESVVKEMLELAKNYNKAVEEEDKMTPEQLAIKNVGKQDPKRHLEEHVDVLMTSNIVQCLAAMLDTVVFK
PABP1 MLLE inh: inhibitors of microRNA-mediated deadenylation, human PABP1 MLLE binding; inhibition, % at 20 µM; 360,000 tested, 0.36% active; P11940; GST-MLLE / FITC-PAM2 fluorescence polarization; in the data active = inhibition above about 35%, passing the limit was not always enough;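 also: plate controls were DMSO wells with GST-MLLE for no effect and wells lacking GST-MLLE protein for full effect; some results filed as inactive read as strong as hits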
eLon inh: inhibits E. coli Lon protease. purified E. coli Lon protease, fluorescence polarization. inhibition, % at 7.94 µM. 360,000 tested, 0.42% active. AID 602123; in the data active = inhibition above about 13%, passing the limit was not always enough;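 also: 0% = enzyme with probe and DMSO and 100% = no enzyme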
Target sequence (P0A9M0 whole entry, looked up): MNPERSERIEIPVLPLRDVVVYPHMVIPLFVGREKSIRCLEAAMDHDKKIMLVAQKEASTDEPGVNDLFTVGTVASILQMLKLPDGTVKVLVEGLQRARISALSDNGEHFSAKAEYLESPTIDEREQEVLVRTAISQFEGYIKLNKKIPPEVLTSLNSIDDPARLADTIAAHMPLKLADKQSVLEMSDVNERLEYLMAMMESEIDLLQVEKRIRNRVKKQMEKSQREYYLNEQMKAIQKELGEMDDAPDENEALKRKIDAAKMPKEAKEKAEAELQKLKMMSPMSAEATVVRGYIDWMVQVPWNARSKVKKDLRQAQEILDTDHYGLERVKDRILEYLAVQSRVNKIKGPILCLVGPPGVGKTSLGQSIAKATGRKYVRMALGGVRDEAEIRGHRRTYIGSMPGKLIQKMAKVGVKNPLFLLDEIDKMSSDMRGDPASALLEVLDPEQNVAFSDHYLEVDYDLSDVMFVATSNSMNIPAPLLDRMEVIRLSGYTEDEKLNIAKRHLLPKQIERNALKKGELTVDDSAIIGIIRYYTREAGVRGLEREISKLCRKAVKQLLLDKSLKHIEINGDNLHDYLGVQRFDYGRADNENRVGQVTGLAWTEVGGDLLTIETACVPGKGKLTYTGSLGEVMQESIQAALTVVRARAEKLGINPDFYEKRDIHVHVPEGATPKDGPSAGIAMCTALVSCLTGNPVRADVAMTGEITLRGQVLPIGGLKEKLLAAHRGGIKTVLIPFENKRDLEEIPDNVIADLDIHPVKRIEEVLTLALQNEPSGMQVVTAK
* marks the source's active call; other numbers are inactive results; i = inactive; nt = no result given.

#	compound	MsrA inh	FAS TE block	CSN inh	MsrA act	Rin1-Abl PPI inh	MT1-MMP act inh	Rpn11 inh	PABP1 MLLE inh	eLon inh
1	CCCN(CCC)CCNC(=O)c1cc2c(-c3ccccc3F)nn(C)c2s1	1.5	-4	3	0	1	2	i	-24	-7
2	COc1ccc(C(=O)Cn2c(NCCO)nc3ccccc32)cc1OC	1.1	-10	1	-2	1	-9	i	-8	-4
3	COc1ccc(NC(=O)CSc2nnc(Cc3ccccc3)c(=O)n2N)cc1	0.3	-5	3	-2	4	1	i	28	1
4	O=C1CCCN2N=C(SCC(=O)N3N=C(c4ccc(Br)cc4)CC3c3ccc(F)cc3)SC2=N1 (stereo not given)	2.3	45	-1	-1	1	-3	i	-8	-2
5	CC(OC(=O)Cn1cnc2c1c(=O)n(C)c(=O)n2C)C(=O)NC(C)c1ccc(Cl)cc1Cl (stereo not given)	0.2	-1	3	-1	-4	-1	i	0	-9
6	O=C(NN1CCOCC1)c1cnn2c(C(F)F)cc(-c3ccccc3)nc12	-1.5	-5	0	-3	2	4	i	-4	-9
7	COc1ccc(CN(C)CC(=O)Nc2cccc(S(=O)(=O)N3CCCC3)c2)cc1F	-0.6	14	7	-2	0	-3	i	-45	-6
8	CCn1c(CSCc2ccc(F)cc2)nnc1SCC(=O)N1CCN(c2ccccc2)CC1	0.4	0	0	2	-1	-6	i	-54	4
9	S=c1nc(-c2ccccc2)n(CCCN2CCOCC2)c2c1CCCC2	2.0	-2	1	-6	-1	3	i	27	-1
10	C[C@@H](C(=O)N[C@@H](Cc1c[nH]c2ccccc12)C(=O)O)n1nnc2ccccc2c1=O	-0.7	-5	2	-1	0	-1	i	6	-10
11	Cc1ccc(C(C)C)cc1OCCOCCN1CCCC1	-0.7	-10	2	-5	0	3	i	-3	6
12	O=C(c1cnccn1)N(Cc1ccco1)C1(C(=O)NC2CCCCC2)CCCCC1	-0.2	2	5	-9	2	1	i	11	-10

(further entries)
#	compound	MsrA inh	FAS TE block	CSN inh	MsrA act	Rin1-Abl PPI inh	MT1-MMP act inh	Rpn11 inh	PABP1 MLLE inh	eLon inh
13	OCCNc1ncnc2c1nnn2Cc1ccccc1Cl	1.2	-4	2	-6	0	9	i	-4	-11
14	C=CCNC(=O)c1c(CSc2ccc(Cl)cc2)noc1C(=O)NCCC	0.0	19	-3	0	1	2	i	-2	1
15	CCOC(=O)C1CCN(c2ncnc3nc[nH]c23)CC1	0.8	-9	2	-1	6	2	i	-5	-3
16	O=C(CC1CCCC1)Nc1ccc2c(c1)CCC2	0.7	2	1	-3	-1	-2	i	-3	7
17	N=c1c2c3c(sc2ncn1N)CCC3	0.1	-6	5	-5	-1	-2	i	0	-9
18	C[C@H](CO)N1C[C@H](C)[C@@H](CN(C)Cc2ccccc2C(=O)O)OCc2cnnn2CCCC1=O	1.1	-8	-5	-3	-5	3	i	-4	-8
19	COc1ccc(C(=O)NNC(=O)CCn2nnc(-c3ccc(Cl)cc3)n2)cc1OC	-0.9	-2	-1	-5	1	nt	i	11	13
20	COC(=O)CC(NS(=O)(=O)c1cccs1)c1ccc2c(c1)OCO2 (stereo not given)	1.4	-4	4	-6	3	-1	i	-5	5
21	COc1ccc(C2/C(=C(/O)c3ccc(Cl)cc3)C(=O)C(=O)N2CCN2CCOCC2)c(OC)c1 (stereo not given)	1.7	-8	-1	-9	1	-2	i	13	-2
22	O=C(O)CCCCCN=Cc1c(O)c2ccccc2oc1=O	-0.3	-5	104	-2	3	1	i	5	4
23	O=C(NCc1csc(-c2cccs2)n1)C1CC1	1.7	-4	-1	-4	-3	0	i	8	1
24	COc1ccc(NC(=O)[C@@]2(CC(=O)O)CC(/C=C/c3ccccc3)=NO2)cc1	0.9	-1	2	-8	-1	-3	i	5	10

Additional results follow.
#	compound	MsrA inh	FAS TE block	CSN inh	MsrA act	Rin1-Abl PPI inh	MT1-MMP act inh	Rpn11 inh	PABP1 MLLE inh	eLon inh
25	Nc1ncnc2c1ncn2C1OC(COP(=O)(O)O)C(O)C1O (stereo not given)	0.4	0	-4	0	-3	2	i	-5	-10
26	COc1ccc(-c2cc(-c3ccccc3O)[nH]n2)cc1OC	0.6	7	1	-2	3	7	i	2	-2
27	O=C(COC(=O)c1ccccc1Cl)NCc1cccs1	-1.8	0	0	0	-1	1	i	-9	-5
28	CCc1nc(SCC(=O)c2ccc(C)c(C)c2)n[nH]1	-1.2	-9	3	-6	0	6	i	25	-2
29	CN(C)CC1CCC/C(=C\c2ccc(OC(=O)/C=C/c3ccc(Cl)c(Cl)c3)cc2)C1=O (stereo not given)	1.7	20	3	-8	1	-4	i	-11	-10
30	CCC(=O)c1ccc(OC(=O)Cc2ccc(OC)cc2)cc1	0.8	8	-2	-8	4	-1	i	-3	10
31	CSc1ccccc1C(=O)N1CCN(c2ncccn2)CC1	2.2	-2	8	-2	1	-2	i	-2	3
32	c1coc(-c2nnc3sc(-c4cccs4)nn23)c1	0.7	-4	-2	1	-6	2	i	17	1
33	CCCCn1nnc(NC(=O)c2sc3cc(Cl)ccc3c2Cl)n1	-0.6	10	1	-1	-10	0	i	-11	-10
34	Cn1cccc1-c1cc(C(=O)N/N=C/c2ccc(F)cc2)[nH]n1	-0.8	-2	0	-8	2	1	i	-5	7
35	CCCCC(=O)Nc1ccc2c(c1)nc1n2CCOC1	0.1	-2	0	0	5	5	i	-2	-3
36	O=c1c(-c2cc3ccccc3o2)[n+]([O-])c2ccccc2n1OCc1ccccn1	0.6	1	-9	-3	2	-5	i	2	20*

Other compounds:
#	compound	MsrA inh	FAS TE block	CSN inh	MsrA act	Rin1-Abl PPI inh	MT1-MMP act inh	Rpn11 inh	PABP1 MLLE inh	eLon inh
37	CCOP(=O)(OCC)C(NC(=O)c1cc([N+](=O)[O-])cc([N+](=O)[O-])c1)C(F)(F)F (stereo not given)	0.0	1	3	-1	3	-1	i	-12	21*
38	O=C(COc1ccc(C(=O)c2ccccc2)cc1)NCC1CCCCC1	1.3	18	-11	-2	-2	2	i	1	-10
39	Cc1noc(C)c1C(=O)NC(Cc1c[nH]c2ccccc12)C(=O)O (stereo not given)	1.2	-10	-4	-1	1	-2	i	-13	1
40	COC(=O)c1ccccc1NC(=O)c1noc2c1CCC2	0.3	12	28	-1	-4	-4	i	22	-4
41	COc1ccc(C(=O)NCC(=O)n2nc(C)cc2C)cc1OC	-0.5	-5	-1	-1	3	-2	i	-13	-6
42	CC(C)c1onc(C(=O)NCc2ccccc2)c1[N+](=O)[O-]	2.0	0	1	2	0	2	i	-1	0
43	Cc1ccc(Cc2c(C3CCCCC3)nc3ccc(Cl)cn23)cc1	1.1	7	4	-5	3	-4	i	-9	-6
44	COC(=O)c1cc(C(=O)OC)cc(N2C(=O)CC(Sc3nc(C)cc(C)n3)C2=O)c1 (stereo not given)	0.2	2	-5	0	1	1	i	14	-3
45	CCCCOC(=O)CCc1c(C)[nH]c(=O)c(C#N)c1C	2.9	-10	-7	-2	0	-2	i	4	0
46	CN(C)S(=O)(=O)c1cccc(NC(=O)Cc2ccsc2)c1	-0.8	-1	-3	-1	1	-1	i	-1	-14
47	CCc1ccccc1NC(=O)c1cc(S(=O)(=O)N(C)C)ccc1N1CCCC1	0.6	3	-2	-2	0	2	i	-43	1
48	C=CCOc1ccc2ccccc2c1CNn1cn[nH]c1=S	0.8	-5	2	-1	-2	-1	i	22	-14

(further entries)
#	compound	MsrA inh	FAS TE block	CSN inh	MsrA act	Rin1-Abl PPI inh	MT1-MMP act inh	Rpn11 inh	PABP1 MLLE inh	eLon inh
49	Cc1ccc(N2C(=O)[C@@H]3Cc4ccccc4CN3C2=O)cc1	-0.8	-5	2	-1	1	-4	i	-3	8
50	CN(Cc1nccs1)C(=O)C1CCC(=O)N(CCc2cccc(F)c2)C1 (stereo not given)	2.3	0	2	-4	3	0	i	9	-1
51	Cc1ccc(S(=O)(=O)Cc2ccc(C(=O)N3CCN(c4cc(C)ccc4C)CC3)o2)cc1	0.4	21	1	3	3	-3	i	-1	0
52	Cc1cccc(C(=O)NNC(=O)c2ccc3ccccc3c2)c1	-0.3	-4	5	-3	0	6	i	4	-20
53	Cc1ccc(N(C(=O)Cn2nnc3ccccc32)C(C(=O)NCc2ccccc2)c2ccccn2)cc1 (stereo not given)	-0.7	12	-5	-3	2	-6	i	3	-3
54	CCOC(=O)N1CCN(C(=O)CCS(=O)(=O)c2ccc3c(c2)CCN3C(=O)CC)CC1	1.1	-5	-3	-1	2	-2	i	-4	7
55	Cc1cc(C)nc(SCc2cnc(C)nc2N)n1	-0.6	-10	-2	-4	2	1	i	9	-7
56	CN(CCc1ccccc1)C(=O)c1ccc(NC(=O)Cc2ccc(NC(=O)C3CCN(C(=O)C4CC4)CC3)cc2)cc1	0.0	3	0	-7	13*	0	i	0	5
57	CCOC(=O)COn1c2c(c3c4no[n+]([O-])c4ccc31)CCCC2	0.8	4	0	-9	3	-7	i	-1	7
58	COCCCNCC1C(Oc2ccc(Cl)cc2)C(=O)N1c1ccccc1C (stereo not given)	0.2	-4	4	-2	3	-3	i	4	1
59	COc1ccc(CNC(=O)CN2CCN(c3ccccc3O)CC2)cc1OC	-0.6	-3	2	5	-1	1	i	2	0
60	CCOC(=O)c1nnn(-c2nonc2N)c1CN1CCc2ccccc2C1	0.6	-1	-1	-7	1	-1	i	-6	13

Further entries:
#	compound	MsrA inh	FAS TE block	CSN inh	MsrA act	Rin1-Abl PPI inh	MT1-MMP act inh	Rpn11 inh	PABP1 MLLE inh	eLon inh
61	COc1ccc(-c2cc(C(F)(F)F)nc(SCC(=O)N(C)Cc3cn(C)nc3C)n2)cc1OC	6.0*	-10	3	-8	-6	6	i	9	15
62	C/C(CC(=O)NCc1ccco1)=N\NC(=O)COc1ccc(Cl)cc1Cl	1.5	10	-3	-3	-1	-4	i	-7	-5
63	CCOc1cc(NC(=S)Nc2ccccc2)c(OCC)cc1NC(=O)c1ccc(OC)cc1	3.9	13	-4	-5	-3	10	i	23	3
64	COc1ccc(C(C)=O)c(OCC(=O)NCCC2=CCCCC2)c1	0.3	1	3	-10	2	-2	i	-5	4
65	CN(CC(=O)Nc1c(Cl)cccc1Cl)C(=O)Cc1ccsc1	0.4	-6	-3	-4	5	3	i	0	-14
66	Cc1cc(-c2n[nH]c(=S)n2/N=C/c2ccc(C)o2)n[nH]1	-1.0	-1	8	-4	-2	5	i	-8	12
67	O=C(CN1CCN(S(=O)(=O)c2ccccc2)CC1)Nc1ccc(Cl)cn1	-1.1	4	-2	-1	1	2	i	9	-5
68	O=C(CCNC(=O)c1ccco1)Nc1ccc(SC(F)F)cc1	0.3	-3	0	1	-1	0	i	3	-1
69	CC1(C(=O)NS(=O)(=O)c2ccccc2C(F)(F)F)CCN1C(=O)COc1ccc(Cl)cc1 (stereo not given)	-0.8	-8	2	-2	-4	2	i	9	-1
70	COC(=O)C1CCCN1C(C(=O)NC1CCCCC1)c1ccc(Cl)cc1 (stereo not given)	-1.1	-8	-3	-5	1	-1	i	6	-7
71	O=C(NNC(=O)C1CC=CCC1C(=O)O)c1cccs1 (stereo not given)	-0.6	-2	-10	-4	4	1	i	-7	-5
72	CC1(C(=O)NS(=O)(=O)C2CC2)CCN(C(=O)C2(c3ccc(Cl)cc3)CCCC2)C1 (stereo not given)	nt	-7	1	0	2	2	i	-5	-8
73	CC(C)n1c(Nn2cnnc2)nc2ccccc21	-1.0	-8	2	-5	1	0	i	-6	-6
